Efflux pump inh: antifungal efflux pump inhibition, Nile Red retention. S. cerevisiae Candida pump triplex. inhibition, % at 10 µM. actives 0.44% (n = 330,000). AID 485275;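 active = plate passing quality check with inhibition over a set limit, or well fluorescence over plate mean plus 4 SD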;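 also: Nile Red retained in pooled yeast measured as flow cytometry median fluorescence; 0% = buffer negative control and 100% = Enniatin B positive control; higher means more Nile Red kept so more efflux inhibition; some compounds called inactive have numbers as strong as hits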
PP1 counter: PP1-alpha (human) inhibition in PP5 counter-screen | P62136 | purified PP1alpha, OMFP fluorescence | inhibition, % at 6.7 µM | actives 0.9% (n = 320,000) | AID 2235;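 active = inhibition above the mean inhibition of all tested compounds plus 3 SD, computed separately for each screening campaign, cut at about 15% in these data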
proCasp3 act: activators of human procaspase-3. activation, % at 8.5 µM. actives 0.11% (n = 330,000). recombinant procaspase-3 D3A, Ac-DEVD-pNA absorbance 405 nm;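 active = activation above the mean of all tested compounds plus 3 SD, cut at about 21% in these data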;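 also: 0% = DMSO alone and 100% = DMSO wells spiked with extra 5 µM PC-3 D3A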
Target sequence (P42574 whole entry D9A/D28A/D175A): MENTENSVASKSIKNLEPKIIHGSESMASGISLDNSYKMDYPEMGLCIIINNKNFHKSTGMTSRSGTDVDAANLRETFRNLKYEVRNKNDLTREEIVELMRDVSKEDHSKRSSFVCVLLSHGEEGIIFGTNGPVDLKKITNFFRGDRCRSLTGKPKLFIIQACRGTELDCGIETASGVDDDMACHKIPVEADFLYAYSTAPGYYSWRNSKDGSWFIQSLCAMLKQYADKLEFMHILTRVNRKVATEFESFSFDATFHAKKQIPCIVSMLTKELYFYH
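Test system: Procaspase-3 D3A mutant, all three cleavage aspartates alanine | Dosing: Single dose, 8.5 µM nominal compound, 0.8% DMSO | Schedule: 1 h preincubation, 2 h reaction | Technique: 405 nm absorbance of p-nitroaniline, reads at 0 and 120 min | Repeats: One well per compound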
procasp7 counter: counter-screen: procaspase-7 (human) activation. P55210. recombinant procaspase-7, Ac-DEVD-pNA absorbance 405 nm; D23A/D198A/D206A triple mutant, cannot self-cleave; scale: DMSO 0, 5 µM enzyme 100. activation, % at 8.5 µM. actives 0.093% (n = 330,000). AID 463210;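 active = percent activation above the screen-wide mean plus 3 SD, cut at about 25% in these data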
Target sequence (P55210 whole entry D23A/D198A/D206A): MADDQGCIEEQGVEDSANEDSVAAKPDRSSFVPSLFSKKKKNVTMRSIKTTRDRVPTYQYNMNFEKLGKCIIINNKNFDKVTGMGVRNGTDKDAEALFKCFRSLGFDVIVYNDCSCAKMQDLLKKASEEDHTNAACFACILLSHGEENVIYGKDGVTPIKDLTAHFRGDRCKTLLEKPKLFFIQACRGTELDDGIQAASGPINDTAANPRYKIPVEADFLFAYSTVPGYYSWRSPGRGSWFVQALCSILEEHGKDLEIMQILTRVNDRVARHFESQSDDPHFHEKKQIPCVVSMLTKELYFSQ
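Detection: p-Nitroaniline absorbance at 405 nm, read at 0 and 120 min; system: Uncleavable procaspase-7 mutant enzyme; evaluation: % activation from two-timepoint absorbance difference, scaled to controls; times: 1 h enzyme–compound preincubation and 2 h substrate reaction, both 25 °C; buffer or medium: Zinc-free HEPES pH 7.4 with 300 mM NaCl, 0.01% Triton X-100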
HCV core dimer: blocks dimerization of HCV core protein; AID 1899; TR-FRET GST/Flag-core106 dimerization, 1536-well; inhibition, % at 5 µM; actives 0.33% (n = 300,000);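 active = inhibition above the mean of all tested compounds plus 3 SD, set per screening campaign, cut at about 45% in these data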
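test system = GST/Flag-tagged HCV core106 proteins | probe or stimulus = Eu donor and XL665 acceptor anti-tag antibodies | times = compound-protein-antibody incubation 4 h at 22.5 °C | signal = TR-FRET, excitation 340 nm, emission 617 and 671 nm | measure = percent inhibition of core106 dimerization signal | controls = wells lacking GST-core106 and wells with excess unlabelled core106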
TPT1 inh: inhibitors of Candida albicans tRNA 2'-phosphotransferase TPT1; recombinant caTPT1, FP RNA substrate dephosphorylation; inhibition, % at 5 µM; actives 0.81% (n = 300,000); AID 1962;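 active = inhibition above the mean of all tested compounds plus 3 SD, set per screening campaign, cut at about 24% in these data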;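 also: plate controls were DMSO alone for no effect and ferristatin control at 100 nM for full effect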
PP5 inh: blocks human protein phosphatase 5 activity; inhibition, % at 6.7 µM; P53041; purified PP5c, OMFP substrate fluorescence; actives 0.18% (n = 320,000);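 active = inhibition above the campaign's mean inhibition across all tested compounds plus 3 SD, cut at about 9.5% in these data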;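 also: 0% = DMSO only and 100% = 100 µM cantharidin control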
Fh CTSL1 inh: blocks F. hepatica cathepsin L1 in PFM18AAP counter-screen; recombinant F. hepatica cathepsin L1, Z-Leu-Arg-MCA fluorescence; inhibition, % at 5.96 µM; actives 0.49% (n = 300,000); AID 1906;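 active = inhibition above the mean of all tested compounds plus 3 SD, set per screening campaign, cut at about 17% in these data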;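 also: 0% = plate median of test compound wells and 100% = 1 µM Z-Phe-Ala-diazomethylketone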
GASC-1 inh: human JMJD2C demethylase inhibition; Q9H3R0; GST-JMJD2C(1-420) H3K9me3 demethylation, DELFIA europium; inhibition, % at 2.35 µM; actives 0.069% (n = 330,000); AID 2099;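 active = more than half of a compound's replicate wells show inhibition beyond 50%, single wells judged on their own value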;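 also: signal counts dimethyl H3K9 product captured on neutravidin plate; 0% = median of DMSO wells and 100% = 0.3 times that DMSO median; strong numbers were not always called active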
Target sequence (Q9H3R0 1-420 limits assumed): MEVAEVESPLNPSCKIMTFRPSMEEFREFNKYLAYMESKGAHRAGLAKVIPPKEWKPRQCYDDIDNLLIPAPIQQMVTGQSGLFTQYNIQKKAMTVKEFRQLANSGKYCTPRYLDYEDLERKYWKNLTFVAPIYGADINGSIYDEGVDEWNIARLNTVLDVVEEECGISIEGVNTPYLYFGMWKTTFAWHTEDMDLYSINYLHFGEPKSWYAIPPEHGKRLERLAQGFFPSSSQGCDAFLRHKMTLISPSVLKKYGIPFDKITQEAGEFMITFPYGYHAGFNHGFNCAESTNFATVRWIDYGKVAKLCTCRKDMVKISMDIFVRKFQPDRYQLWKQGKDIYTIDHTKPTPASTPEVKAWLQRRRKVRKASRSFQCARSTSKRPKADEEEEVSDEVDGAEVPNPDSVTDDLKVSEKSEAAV
* = called active by the depositor; x = not tested or not shown; & = joins results of further samples.

SMILES	Efflux pump inh	PP1 counter	proCasp3 act	procasp7 counter	HCV core dimer	TPT1 inh	PP5 inh	Fh CTSL1 inh	GASC-1 inh
COc1ccc(S(=O)(=O)NCc2cc(=O)n(C)c(=O)n2C)cc1C	-0.2	-8	1	3	-3	-4	-1.7	-4	74
COC(=O)Cn1cc(C(=O)C(C)(C)C)c2ccccc21	0.1	-2	6	1	-1	-2	1.6	-3	13
O=C(CSc1nc2c(c(=O)[nH]1)CCC2)Nc1cccc(F)c1	0.1	0	9	8	9	-2	0.3	-4	-23
Cc1ccc(Oc2ncc(CN3CCOCC3)s2)cc1	0.5	-2	-7	13	2	1	0.4	2	0
CC(C)(C)c1nnc(NC(=O)c2ccc3c(c2)OCO3)s1	0.1	1	-3	-25	-9	-2	0.9	-2	8
Cc1ccc(NC(=O)C(c2ccccc2)N2CCN(C(=O)c3ccco3)CC2)cc1Cl (stereo not given)	-0.1	3	-2	1	x	x	4.6	x	2
CS(=O)(=O)/C(C#N)=C/c1cccn1S(=O)(=O)c1ccccc1	0.0	0	-2	-2	-9	-1	0.9	-1	7
COc1cccc(C(=O)N2CCN(c3ncccn3)CC2)c1	0.0	-2	-2	10	-3	-7	-2.5	-1	-3
Cc1cccc(N2CCN(S(=O)(=O)c3ccc(S(=O)(=O)N4CCCC4)cc3)CC2)c1C	0.0	-2	1	3	-3	-3	-0.1	-1	7
O=C(c1c(Cl)cccc1Cl)N1CCN(c2ccccn2)CC1	0.1	-1	-3	-3	0	-1	1.0	-2	-19
COc1ccccc1C(=O)NCCC(=O)N(C)Cc1cccnc1	0.0	-4	-1	17	x	x	0.5	x	-2
COc1ccc(NS(=O)(=O)c2ccc(N3CCOCC3)c(NC(=O)c3ccc(F)cc3)c2)cc1	-0.4	2	4	-4	-2	-1	0.1	1	-7
CN1CCCN(C(=O)c2cccc(Br)c2)CC1	-0.2	-1	-5	14	6	0	-0.7	-1	6
CC(=O)c1ccc(S(=O)(=O)Nc2cccc(-c3ccc4nncn4n3)c2)cc1	0.0	2	6	3	5	1	2.9	0	-4
O=C(Nc1ccccc1Cl)NC1(C(=O)N2CCOCC2)CCCCC1	-0.1	4	5	-5	-4	0	-0.3	2	2
CCOC(=O)c1c(S(=O)(=O)N2CCN(c3ccc(C(C)=O)cc3)CC2)c(C)n(C)c1C	0.1	2	-2	13	-1	-4	-0.8	-14	6
CCCSc1ccc([C@@H]2[C@H]3C(=O)N(CC)C(=O)[C@H]3[C@]3(C(=O)OC)CCCCN23)cc1	0.2	0	0	7	5	23	3.6	3	2
CCc1nnc(NC(=O)c2cc(Cl)ccn2)s1	0.9	9	-3	-1	-2	0	2.8	2	-13
O=C(Nc1cnn(Cc2ccc(F)cc2)c1)c1cnccn1	-0.1	-4	-4	6	-1	-2	-0.2	-1	5
CCCCNCCCOc1cc(Cl)ccc1Cl	0.0	-3	-12	12	-7	-1	0.0	-3	-9
CCOc1cc(S(=O)(=O)NCc2cccs2)ccc1Cl	0.0	-2	1	-8	0	-8	1.0	1	-43
O=C(NN=c1c(=O)c2ccccc2c1=O)c1ccccc1	0.0	1	4	-9	-46	2	1.6	61*	7
O=C(NC1CCCC1)C1CCN(C(=O)c2ccc(Cl)cc2Cl)CC1	0.1	-1	1	-1	-2	-1	-1.8	6	-3
CC1(C)CC(=O)C(C=NCCN2CCN(C(=O)CCl)CC2)=C(O)C1	-0.1	-3	-11	-1	0	-1	-3.3	13	1
Cc1cccn2c(=O)c(C=O)c(N3CCSCC3)nc12	0.0	-3	4	-3	12	-2	0.6	6	x
Cc1cc2ncn(CC(C)C)c2cc1C	0.2	-5	-2	-5	2	1	-0.8	-4	-13
COC(=O)C1(CCSC)NC(c2ccc(O)cc2)C2C(=O)N(c3ccc4c(c3)OCCO4)C(=O)C21 (stereo not given)	-0.2	2	1	10	-2	-5	-0.3	-2	-2&6
CC(=O)c1ccc(Oc2ncnc3sccc23)cc1	0.0	-3	-1	10	1	-2	0.7	-5	-1
COc1ccccc1NC(=O)CC1CCCC1	0.0	1	2	6	1	-2	2.6	-4	4
CC1(C)NC(=O)N(CC(=O)N2CCN(S(=O)(=O)c3cc(Cl)ccc3Cl)CC2)C1=O	-0.1	-3	-2	11	x	x	-0.9	x	5

Entries of single compounds, quoted from the list. Order of screens: Efflux pump inh	PP1 counter	proCasp3 act	procasp7 counter	HCV core dimer	TPT1 inh	PP5 inh	Fh CTSL1 inh	GASC-1 inh
Listed for CCc1nnc(NC(=O)c2cc(Cl)ccn2)s1 = 0.9	9	-3	-1	-2	0	2.8	2	-13
Listed for CC(C)(C)c1nnc(NC(=O)c2ccc3c(c2)OCO3)s1 = 0.1	1	-3	-25	-9	-2	0.9	-2	8
Listed for COc1ccc(NS(=O)(=O)c2ccc(N3CCOCC3)c(NC(=O)c3ccc(F)cc3)c2)cc1 = -0.4	2	4	-4	-2	-1	0.1	1	-7
Listed for CC(=O)c1ccc(S(=O)(=O)Nc2cccc(-c3ccc4nncn4n3)c2)cc1 = 0.0	2	6	3	5	1	2.9	0	-4
Listed for O=C(Nc1cnn(Cc2ccc(F)cc2)c1)c1cnccn1 = -0.1	-4	-4	6	-1	-2	-0.2	-1	5

Following part:
SMILES	Efflux pump inh	PP1 counter	proCasp3 act	procasp7 counter	HCV core dimer	TPT1 inh	PP5 inh	Fh CTSL1 inh	GASC-1 inh
CC(=O)Nc1ccc(NC(=O)C2c3ccccc3Oc3ccccc32)cc1	0.0	0	-2	9	0	3	-0.3	0	-3
CCOc1ccc(NC(=S)NC(=O)/C=C/c2ccco2)cc1	-0.1	3	5	-5	2	0	1.6	4	-6
Cc1ccc(C(=O)NC(=S)NCC(=O)c2ccccc2)cc1	0.0	-2	-13	-14	9	1	-1.2	-3	11
CCN(CC)/C(Sc1ccccc1)=C(/C(Cl)=C(Cl)Cl)[N+](=O)[O-]	-0.1	-4	3	0	-3	-2	1.9	-1	3
CCOC(=O)C1=C(C)N=c2s/c(=C\c3ccc(OCC(=O)O)cc3)c(=O)n2C1c1ccccc1OC (stereo not given)	-0.4	3	-3	-2	11	23	0.7	12	-8
CCCCNc1c(-c2ccc(SC(C)CC)cc2)nc2cnccn12 (stereo not given)	2.1	x	-2	2	x	x	x	x	-7
CCOC(=O)c1ccc(-c2c(-c3ccccc3OC)sc3cc4c(cc23)OCO4)cc1F	1.9	0	0	1	x	x	3.4	x	13
CCc1nnc(NC(=O)C2CCCN2C(=O)Nc2ccc(Cl)cc2)s1 (stereo not given)	-0.2	-1	8	1	1	-3	3.7	1	-5
Clc1c(Cl)c(Cl)c2n[nH]nc2c1Cl	0.0	0	-4	-4	-1	-3	-2.4	-2	-14
COc1ccc(NC(=O)N2c3ccc(OC)cc3C(C)=CC2(C)C)cc1	-0.1	-3	-3	-14	-15	2	4.1	-3	15

The final five entries of the part before come first, to join the parts.
SMILES	Efflux pump inh	PP1 counter	proCasp3 act	procasp7 counter	HCV core dimer	TPT1 inh	PP5 inh	Fh CTSL1 inh	GASC-1 inh
CCCCNc1c(-c2ccc(SC(C)CC)cc2)nc2cnccn12 (stereo not given)	2.1	x	-2	2	x	x	x	x	-7
CCOC(=O)c1ccc(-c2c(-c3ccccc3OC)sc3cc4c(cc23)OCO4)cc1F	1.9	0	0	1	x	x	3.4	x	13
CCc1nnc(NC(=O)C2CCCN2C(=O)Nc2ccc(Cl)cc2)s1 (stereo not given)	-0.2	-1	8	1	1	-3	3.7	1	-5
Clc1c(Cl)c(Cl)c2n[nH]nc2c1Cl	0.0	0	-4	-4	-1	-3	-2.4	-2	-14
COc1ccc(NC(=O)N2c3ccc(OC)cc3C(C)=CC2(C)C)cc1	-0.1	-3	-3	-14	-15	2	4.1	-3	15
COc1ccc(CN2CCCC(C(=O)c3ccc(Cl)cc3)C2)cc1Cn1cncn1 (stereo not given)	-0.1	-8	3	7	4	-2	0.7	3	26
Cc1ccc(NC(=O)CCn2cccc2)cc1Cl	0.0	-2	7	14	1	-2	-0.8	1	-1
O=C(Cn1cnc2ccccc21)OCC(=O)N1CCCCC1	0.1	x	4	-4	x	x	x	x	-4
O=C(NCCc1ccc(Cl)cc1)C1CCN(S(=O)(=O)c2ccc(Br)s2)CC1	-0.1	3	12	16	5	-3	0.9	0	-2
O=C(Nc1cccs1)Nc1c(F)cc(F)cc1Br	0.1	-2	-5	-2	1	1	0.3	14	-2
O=C(/C=C/Nc1cccc(C(F)(F)F)c1)C(F)(F)F	0.0	-3	-1	6	0	-4	-2.4	-1	x
Cn1c(=O)c2cc(S(=O)(=O)NCCC(=O)NC3CCCCCCC3)ccc2n(C)c1=O	8.2*	-8	4	4	-2	1	3.7	-5	-36
N#Cc1ccc(Oc2cc(C(F)(F)F)nc(-c3ccccn3)n2)cc1	-0.1	-1	2	1	0	-2	2.3	3	1
O=C(NCCNC(=O)c1cc(OCC(F)(F)F)ccc1OCC(F)(F)F)Nc1ccc(OC(F)(F)F)cc1	-0.2	2	4	-1	-14	0	1.0	8	4
Cc1ccc(C(=O)CSc2nnc3ccccn23)c(C)c1	0.3	0	-8	0	-1	1	-0.3	1	-21
Cc1nn(-c2ccccc2)c(C)c1/C=N/NC(=O)c1cc(-c2ccccc2)n[nH]1	0.0	7	-2	3	7	-3	3.4	1	-7
Cc1ccc(-c2nc(CS(=O)CC(=O)NCCN3CCOCC3)c(C)o2)cc1 (stereo not given)	0.0	5	-3	4	-12	-6	4.4	2	-19
S=c1[nH]nc(-c2cccs2)n1/N=C/c1cn(-c2ccccc2)nc1-c1cccs1	0.2	7	-6	14	17	1	1.5	5	28
COc1ccc(C(=O)Nc2ccccc2-c2nnn(CC(=O)N3CCOCC3)n2)cc1	0.0	-2	-1	6	3	-3	-2.4	3	-2
CN(Cc1ccccc1)C(=O)CN(C1CCCCC1)S(C)(=O)=O	-0.1	0	10	-3	1	-1	-1.8	3	11
Cc1ccc(Cn2ncc(Cl)c(Cl)c2=O)cc1	0.2	-3	5	-4	-34	-3	0.0	-1	8
